From PubChem
Mtb BioA inh: blocks M. tuberculosis BioA enzyme activity | AID 602481 | inhibition, % at 9.99 µM | 360,000 compounds, 0.096% hits | purified M. tuberculosis BioA enzyme, plate reader; in the data active = inhibition above about 40%
Starred values were filed as active, the others as inactive. An excerpt; rates above refer to the full screens.

SMILES	Mtb BioA inh
C[C@H](CO)N1C[C@H](C)[C@H](CN(C)C(=O)Nc2ccccc2)Oc2ncc(-c3cc4ccccc4o3)cc2C1=O	0.4
C[C@@H]1CCCCO[C@H](CN(C)C(=O)Nc2ccc(C(F)(F)F)cc2)[C@@H](C)CN([C@H](C)CO)C(=O)c2cc(NS(=O)(=O)c3cn(C)cn3)ccc2O1	2.8
O=C(C[C@@H]1C=C[C@@H](NC(=O)c2ccncc2)[C@@H](CO)O1)NCCc1ccncc1	2.5
O=C(c1ccccc1)N1Cc2ccccc2[C@H]2OC(c3ccc(OCCCO)cc3)=N[C@@]2(CCS(=O)(=O)c2ccccc2)C1=O	0.0
C[C@H](CO)N1C[C@H](C)[C@H](CN(C)Cc2ccc3c(c2)OCO3)Oc2c(NS(=O)(=O)c3cn(C)cn3)cccc2C1=O	-0.4
C[C@H]1CCCCO[C@@H](CN(C)C(=O)Nc2cccc3ccccc23)[C@@H](C)CN([C@@H](C)CO)C(=O)c2cc(NS(=O)(=O)c3ccccc3)ccc2O1	-2.5
O=C(Cc1cccnc1)N1CCCCN2[C@@H](CO)[C@H](c3ccc(/C=C/c4ccccc4)cc3)[C@@H]2C1	3.0
C[C@H](CO)N1C[C@H](C)[C@@H](CN(C)C(=O)CC2CC2)Oc2cc(C#CC3CC3)ccc2S1(=O)=O	0.5
CO[C@H]1CN(C)C(=O)c2cc(NC(=O)c3cnccn3)ccc2OC[C@H](C)NC[C@H]1C	0.2
C[C@@H](NC(=O)C[C@H]1CC[C@H](NC(=O)CN2CCOCC2)[C@H](CO)O1)c1ccccc1	1.4
CN1c2ccc(-c3cccc(F)c3)cc2[C@H]2[C@H](CCN2C(=O)C2CC2)[C@H]1CO	41*
C[C@@H]1CCCCO[C@H](CN(C)C(=O)CCCN(C)C)[C@@H](C)CN([C@H](C)CO)C(=O)c2cc(NS(=O)(=O)c3ccc(Cl)cc3)ccc2O1	-0.6
CN1CCCCN2[C@@H](CO)[C@@H](c3ccc(/C=C/c4ccccc4)cc3)[C@@H]2C1	1.0
CCCNC(=O)N1[C@H](C#N)[C@@H](c2ccc(-c3ccccc3F)cc2)[C@@H]1CO	1.8
C[C@@H]1CN([C@H](C)CO)C(=O)c2cc(-c3cccc(F)c3)cnc2O[C@@H]1CN(C)C(=O)C1CCCCC1	-1.3
O=C(C[C@H]1C[C@@H]2c3cc(NC(=O)C4CCC4)ccc3O[C@@H]2[C@@H](CO)O1)NCc1ccc(Cl)cc1	3.3
C[C@@H]1CCCCO[C@H](CN(C)Cc2ccc(C(F)(F)F)cc2)[C@@H](C)CN([C@H](C)CO)C(=O)c2cc(NC(=O)Nc3ccc(C(F)(F)F)cc3)ccc2O1	-2.2
C[C@H]1CN([C@@H](C)CO)C(=O)c2cc(N(C)C)ccc2O[C@H]1CN(C)C(=O)Nc1ccc(F)cc1	-1.1
O=C(C1CCCC1)N1[C@H](CO)[C@H]2c3ccccc3N(S(=O)(=O)c3ccccc3)C[C@H]21	1.0
Cc1ccccc1-c1cnc2c(c1)C(=O)N([C@@H](C)CO)C[C@H](C)[C@H](CN(C)Cc1cccnc1)O2	6.2
O=C(Nc1ccccc1F)N1[C@H](CO)[C@H]2c3ccccc3NC[C@H]21	-0.8
COc1ccc(NC(=O)N(C)C[C@@H]2Oc3ncc(C#C[C@H](C)O)cc3C(=O)N([C@@H](C)CO)C[C@H]2C)cc1	0.6
CC(C)NC(=O)N(C)C[C@@H]1Oc2ccc(NC(=O)Cn3cnnn3)cc2CC(=O)N([C@@H](C)CO)C[C@H]1C	-0.5
COCC(=O)N1[C@H](CO)[C@@H](c2ccccc2)[C@@H]1CN(C)C(=O)c1cccnc1	1.0

2 successive entries from above, for reference:
SMILES	Mtb BioA inh
CN1CCCCN2[C@@H](CO)[C@@H](c3ccc(/C=C/c4ccccc4)cc3)[C@@H]2C1	1.0
CCCNC(=O)N1[C@H](C#N)[C@@H](c2ccc(-c3ccccc3F)cc2)[C@@H]1CO	1.8

More structures:
SMILES	Mtb BioA inh
CN1CCN(C(=O)C[C@H]2CC[C@H]3[C@@H](COC[C@@H](O)CN3C(=O)c3ccccc3F)O2)CC1	-0.5
C[C@@H]1CN([C@@H](C)CO)S(=O)(=O)c2ccc(C#CCN(C)C)cc2O[C@H]1CN(C)C	-2.6
CN(C)C(=O)c1cccc(-c2ccc([C@H]3[C@H](CO)N4CCCCN(S(C)(=O)=O)C[C@@H]34)cc2)c1	7.3
C[C@@H]1CN([C@H](C)CO)C(=O)c2cccc(NS(=O)(=O)c3ccc(F)cc3)c2O[C@H]1CN(C)C(=O)Nc1ccc(C(F)(F)F)cc1	4.3
COc1cccc(CNC(=O)C[C@@H]2CC[C@@H]3[C@H](COc4ccc(NC(C)=O)cc4C(=O)N3C)O2)c1	0.7
Cc1noc(C)c1NC(=O)Nc1ccc2c(c1)CC(=O)N([C@@H](C)CO)C[C@@H](C)[C@@H](CN(C)C)O2	-3.9
C[C@@H]1CN([C@@H](C)CO)C(=O)c2cccc(NC(=O)c3ccncc3)c2O[C@H]1CN(C)C(=O)Nc1ccccc1	1.0
CCCC#Cc1cnc2c(c1)C(=O)N([C@@H](C)CO)C[C@H](C)[C@@H](CN(C)CCC)O2	0.2
C[C@@H]1CN([C@@H](C)CO)C(=O)c2cc(NS(=O)(=O)c3ccccc3)ccc2O[C@@H]1CN(C)Cc1ccc(Oc2ccccc2)cc1	1.5
C[C@@H]1CN([C@H](C)CO)C(=O)c2cccc(NC(=O)Nc3ccccc3)c2O[C@H]1CN(C)C	-0.9
CCCN(C)C[C@@H]1OCCCC[C@@H](C)Oc2ccc(NC(=O)Nc3ccc(OC)cc3)cc2C(=O)N([C@H](C)CO)C[C@@H]1C	0.8
C[C@H]1CN([C@@H](C)CO)C(=O)c2cc(C#Cc3ccccn3)cnc2O[C@H]1CN(C)C(=O)CCN1CCCCC1	-4.3
O=C(C[C@@H]1C=C[C@@H](NC(=O)C2CC2)[C@H](CO)O1)NC1CCC1	-0.9
C[C@@H]1CN([C@@H](C)CO)C(=O)Cc2cc(NC(=O)CCN3CCOCC3)ccc2O[C@@H]1CN(C)C(=O)Nc1cccc2ccccc12	2.0
CNC(=O)C[C@H]1CC[C@H]2[C@@H](COc3ccc(NC(=O)NCc4ccccc4)cc3C(=O)N2C)O1	-2.4
CC(C)NC(=O)N[C@H]1C=C[C@@H](CC(=O)N2CCCCC2)O[C@@H]1CO	0.6
O=C(N[C@H]1CC[C@H](CCn2cc(C3(O)CCCC3)nn2)O[C@@H]1CO)C1CCCCC1	-0.4
CC(=O)N1[C@H](C(=O)N2CCc3ccccc3C2)[C@@H](CO)[C@@H]2Cn3c(ccc(-c4cccnc4)c3=O)[C@@H]21	1.0
CN(C[C@@H]1[C@@H](c2ccccc2)[C@H](CO)N1Cc1ccccn1)S(C)(=O)=O	-4.4
C[C@H]1CN([C@@H](C)CO)C(=O)c2cccc(NC(=O)c3nc4ccccc4s3)c2O[C@@H]1CN(C)S(=O)(=O)c1ccc(Cl)cc1	-2.8
COc1ccc(S(=O)(=O)N[C@@H]2CC[C@@H](CC(=O)NCCc3ccncc3)O[C@@H]2CO)cc1	5.5
CN(C)Cc1cn(CC[C@@H]2CC[C@H](NS(=O)(=O)c3ccccc3)[C@@H](CO)O2)nn1	-3.4
CCC(=O)Nc1ccc2c(c1)C(=O)N(C)[C@H]1CC[C@H](CC(=O)NCCCN(C)C)O[C@H]1CO2	-0.4
C[C@@H](O)C#Cc1ccc2c(c1)O[C@H](CN(C)Cc1ccccc1)[C@@H](C)CN([C@@H](C)CO)S2(=O)=O	0.5
C/C=C/c1ccc([C@@H]2[C@@H](CO)N3CCCCN(S(=O)(=O)c4ccc(OC)cc4)C[C@H]23)cc1	-3.2
C[C@H](CO)N1C[C@H](C)[C@H](CN(C)S(=O)(=O)c2ccccc2)Oc2ncc(-c3cc4ccccc4o3)cc2C1=O	-2.7
C[C@H](NC(=O)C[C@@H]1CC[C@H]2[C@@H](COC[C@@H](O)CN2Cc2cc(F)ccc2F)O1)c1ccccc1	-0.8
C[C@H](CO)N1C[C@H](C)[C@@H](CN(C)Cc2ccccn2)Oc2cc(C#CCN(C)C)ccc2S1(=O)=O	2.8
Cc1ccccc1S(=O)(=O)NCC[C@@H]1CC[C@H](NS(=O)(=O)c2ccccc2C)[C@@H](CO)O1	-2.1
C[C@@H]1CN([C@@H](C)CO)C(=O)c2cc(NC(=O)c3ccccc3)ccc2O[C@@H](C)CCCCO[C@H]1CN(C)S(=O)(=O)c1cccs1	-3.9
CCCN(C)C[C@H]1Oc2cc(C#CC(C)C)ccc2S(=O)(=O)N([C@H](C)CO)C[C@H]1C	1.7
C[C@@H]1CN([C@@H](C)CO)C(=O)c2cc(-c3cccnc3)cnc2O[C@@H]1CN(C)Cc1ccc(Oc2ccccc2)cc1	0.0
C[C@@H]1CN([C@H](C)CO)C(=O)c2cc(C#CC3CCCC3)cnc2O[C@H]1CN(C)C(=O)C1CCCCC1	0.9
C/C=C/c1ccc2c(c1)O[C@@H](CN(C)C(=O)Cc1ccncc1)[C@H](C)CN([C@@H](C)CO)S2(=O)=O	10
Cc1cccc(NC(=O)C[C@H]2CC[C@H]3[C@@H](COc4ccc(NC(=O)NC(C)C)cc4C(=O)N3C)O2)c1	-0.8
N#C[C@H]1[C@@H](c2ccc(-c3ccccc3)cc2)[C@@H](CO)N1S(=O)(=O)Cc1ccccc1	-1.9
COc1ccc(NC(=O)Nc2ccc3c(c2)[C@H]2C[C@@H](CC(=O)N[C@@H](C)c4ccccc4)O[C@@H](CO)[C@H]2O3)cc1	-1.2
O=C(C[C@@H]1CC[C@H]2[C@@H](COC[C@@H](O)CN2CC2CCOCC2)O1)N1CCOCC1	-1.9
COc1ccccc1-c1ccc2c(c1)O[C@@H](CN(C)S(=O)(=O)c1ccc(C)cc1)[C@@H](C)CN([C@@H](C)CO)S2(=O)=O	-2.7
O=C(Nc1cc(F)ccc1F)N1CCCCN2[C@@H](CO)[C@@H](c3ccc(C4=CCCCC4)cc3)[C@@H]2C1	-0.1
C[C@H](CO)N1C[C@H](C)[C@H](CN(C)C(=O)C2CCCCC2)OCCCC[C@H](C)Oc2ccc(NS(=O)(=O)c3cn(C)cn3)cc2C1=O	0.7
O=C(O)[C@H]1[C@H](CO)[C@H]2Cn3c(ccc(-c4ccncc4)c3=O)[C@@H]1N2S(=O)(=O)c1ccccc1F	-0.8
CO[C@@H]1CN(C)C(=O)c2ccc(NC(=O)Nc3ccccc3F)cc2OC[C@@H](C)N(Cc2ccccc2F)C[C@H]1C	0.7
COc1ccc(S(=O)(=O)Nc2ccc3c(c2)C(=O)N([C@@H](C)CO)C[C@H](C)[C@H](CN(C)S(=O)(=O)c2cccs2)O3)cc1	5.1
COCCNC(=O)C[C@@H]1C[C@H]2c3cc(NC(=O)CC4CC4)ccc3O[C@H]2[C@@H](CO)O1	0.8
C[C@@H]1CN([C@H](C)CO)C(=O)c2cc(NS(=O)(=O)c3ccc(F)cc3)ccc2O[C@@H]1CN(C)C(=O)Nc1ccc(F)cc1	-1.6
C[C@@H]1CN([C@H](C)CO)C(=O)c2cc(Br)cnc2O[C@@H]1CN(C)C(=O)c1ccccn1	0.3
Cc1ccc(S(=O)(=O)N(C)C[C@@H]2Oc3ccc(NC(=O)NC(C)C)cc3C(=O)N([C@H](C)CO)C[C@@H]2C)cc1	-1.3

2 entries drawn at random from the list so far:
SMILES	Mtb BioA inh
CO[C@@H]1CN(C)C(=O)c2ccc(NC(=O)Nc3ccccc3F)cc2OC[C@@H](C)N(Cc2ccccc2F)C[C@H]1C	0.7
C[C@@H]1CN([C@H](C)CO)C(=O)c2cc(NS(=O)(=O)c3ccc(F)cc3)ccc2O[C@@H]1CN(C)C(=O)Nc1ccc(F)cc1	-1.6

(more compounds)
SMILES	Mtb BioA inh
C[C@H](CO)N1C[C@H](C)[C@H](CN(C)C)OCCCC[C@H](C)Oc2ccc(NS(=O)(=O)c3ccc(Cl)cc3)cc2C1=O	-0.2
C[C@H](CO)N1C[C@H](C)[C@H](CN(C)S(=O)(=O)c2cn(C)cn2)Oc2ccc(NS(=O)(=O)c3cccs3)cc2C1=O	-0.8
COCC#Cc1ccc([C@@H]2[C@@H](CO)N3CCCCN(C(=O)CN(C)C)C[C@@H]23)cc1	-2.3
C[C@H](CO)N1C[C@H](C)[C@H](CN(C)Cc2cccnc2)Oc2ncc(C#Cc3ccccn3)cc2C1=O	2.0
Cc1ccc(S(=O)(=O)Nc2ccc3c(c2)C(=O)N([C@@H](C)CO)C[C@H](C)[C@@H](CN(C)C(=O)Nc2ccc(F)cc2)OCCCC[C@H](C)O3)cc1	-2.3
C[C@H](CO)N1C[C@H](C)[C@H](CN(C)Cc2ccncc2)Oc2ncc(C#CC3CCCC3)cc2C1=O	-1.6
CN(C)C(=O)C[C@H]1C[C@@H]2c3cc(NC(=O)C4CCC4)ccc3O[C@@H]2[C@H](CO)O1	-2.2
CCC(=O)N[C@H]1CC[C@@H](CC(=O)NCc2ccc(OC)cc2)O[C@H]1CO	-1.2
O=C(Cc1ccccn1)N1CCCCN2[C@@H](CO)[C@@H](c3ccc(-c4ccccc4F)cc3)[C@@H]2C1	-5.4
CC(C)CC#Cc1ccc2c(c1)O[C@@H](CN(C)C(=O)NC(C)C)[C@H](C)CN([C@@H](C)CO)S2(=O)=O	0.2
CC(C)NC(=O)N(C)C[C@@H]1Oc2c(NC(=O)Nc3ccc(C(F)(F)F)cc3)cccc2C(=O)N([C@@H](C)CO)C[C@@H]1C	1.0

Some of these compounds in order of count of non-hydrogen atoms, descending.
SMILES	Mtb BioA inh
C[C@H](CO)N1C[C@H](C)[C@H](CN(C)S(=O)(=O)c2ccccc2)Oc2ncc(-c3cc4ccccc4o3)cc2C1=O	-2.7
C[C@H](CO)N1C[C@H](C)[C@H](CN(C)Cc2ccncc2)Oc2ncc(C#CC3CCCC3)cc2C1=O	-1.6
CNC(=O)C[C@H]1CC[C@H]2[C@@H](COc3ccc(NC(=O)NCc4ccccc4)cc3C(=O)N2C)O1	-2.4
